# APP 5'UTR act = activators of APP 5'UTR luciferase reporter, primary screen, SH-SY5Y cells | activation, % at 2 µM | AID 1276, 2008 | SH-SY5Y APP 5'UTR luciferase reporter, luminescence; zero percent = DMSO vehicle wells | 190,000 tested, 1% active;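 active = activation above a set limit, based on mean plus 3 SD of controls, cut at about 140% in these data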; note: values of inactives mirror those of a sister screen read the other way
# STAT1 blocker = STAT1 signaling inhibitors, primary screen, cell-based, HTS, luciferase reporter; NIH 3T3 STAT1-luciferase reporter, IFN-gamma, luminescence; inhibition, % at 5.5 µM; 200,000 tested, 0.35% active; AID 920, 2007;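 active = inhibition above a set limit, the mean inhibition across all tested compounds plus 3 SD, cut at about 34% in these data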;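 note: 0% = IFN-gamma with DMSO and 100% = IFN-gamma with 300 µM nifuroxazide; values of inactives mirror those of a sister screen read the other way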
# NF-kB expr up = activators of NF-kB expression in neurons, primary screen, cell-based, HTS; human neuronal cells, NF-kB reporter expression; active compounds read high; 190,000 tested, 1.6% active; fold change at 12.5 µM; AID 1239, 2008; in the data active = fold change above about 3.3
# APP transl inh = inhibitors of APP translation via 5'UTR reporter, primary screen, APP 5'UTR luciferase, SH-SY5Y cells. inhibition, % at 2 µM. 190,000 tested, 0.82% active. SH-SY5Y APP 5'UTR-luciferase reporter, luminescence;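 active = inhibition above a set limit, derived from the sample mean plus 3 SD, cut at about 45% in these data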; note: values of inactives mirror those of a sister screen read the other way
# FLuc inh counter = firefly luciferase enzyme inhibitors, primary screen, artefact control for luciferase-based inhibitor screens, biochemical, luminescence, ATPLite | Luciferin 4-monooxygenase (Photinus pyralis), P08659 | 10 min | inhibition, % at 10 µM | 200,000 tested, 1.5% active | AID 1006, 2008;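 active = inhibition above about 50% when tested at 10 µM, limit read from the data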
# Target sequence (P08659 whole entry, looked up): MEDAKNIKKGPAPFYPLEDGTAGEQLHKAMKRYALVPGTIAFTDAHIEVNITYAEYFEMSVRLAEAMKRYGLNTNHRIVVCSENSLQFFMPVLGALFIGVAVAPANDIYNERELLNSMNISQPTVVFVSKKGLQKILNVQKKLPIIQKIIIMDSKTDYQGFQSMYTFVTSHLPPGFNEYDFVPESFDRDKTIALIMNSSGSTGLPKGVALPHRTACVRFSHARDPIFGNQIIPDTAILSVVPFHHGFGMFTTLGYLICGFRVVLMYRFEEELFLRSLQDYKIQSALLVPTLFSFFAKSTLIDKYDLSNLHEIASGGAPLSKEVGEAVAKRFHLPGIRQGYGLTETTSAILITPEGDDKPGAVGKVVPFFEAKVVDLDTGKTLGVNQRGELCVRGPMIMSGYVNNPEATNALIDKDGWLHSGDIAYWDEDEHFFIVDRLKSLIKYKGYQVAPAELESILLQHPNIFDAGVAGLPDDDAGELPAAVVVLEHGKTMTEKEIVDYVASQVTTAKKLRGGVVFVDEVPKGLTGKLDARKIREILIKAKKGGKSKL
# Hsp70 activator = Hsp70 transcriptional activators, primary screen, cell-based, HeLa, Hsp70 promoter luciferase, luminescence, 10 µM; HeLa Hsp70 promoter luciferase reporter; scaled: vehicle 0, proteasome-inhibitor control 100%; activation, % at 10 µM; 200,000 tested, 0.04% active;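 active = activation above the mean across all tested compounds plus 3 SD, cutoff set per campaign, cut at about 5.5% in these data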;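 note: 100% = MG132 at 30 µM as the positive control and 0% = DMSO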
# STAT3 blocker = IL-6 driven STAT3 reporter inhibitors, primary screen, U3A cells, luciferase, luminescence, MLSCN library. 190,000 tested, 0.89% active. IL-6 STAT3-luciferase reporter; host cell line lacks STAT1. AID 862, 2007. inhibition, % at 5.5 µM;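 active = inhibition above the mean inhibition across all screened compounds plus 3 SD, cut at about 44% in these data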;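 note: 0% = DMSO only wells and 100% = 100 µM nifuroxazide control wells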
# STAT1 activator = STAT1 signaling activators, primary screen, cell-based, HTS, luciferase reporter; NIH 3T3 STAT1-luciferase reporter, IFN-gamma, luminescence; 100% = IFN-gamma alone, no compound; activation (% of control), % at 5.5 µM; 200,000 tested, 2.6% active;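 active = activation above the screen-wide mean activation plus 3 SD, cut at about 130% in these data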;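 note: raw ratio to IFN-gamma control signal so 100% means no change and 0% no light; values of inactives mirror those of a sister screen read the other way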
# RAM network inh = inhibitors of the yeast RAM network, primary screen, dse1pr::URA3 reporter, 5-FOA selection. S. cerevisiae dse1pr::URA3 reporter, 5-FOA growth OD615, 2 d; analog-sensitive cbk1-as2 kinase mutant strain. AID 868, 2007. 190,000 tested, 1.8% active. inhibition, % at 50 µM;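 active = inhibition above a set limit, 3 SD over mean compound inhibition, cut at about 8.4% in these data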;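 note: 0% = DMSO-only wells with no growth and 100% = 10 µM 1-NA-PP1 full growth; inhibition rescues growth on 5-FOA so higher OD means more RAM inhibition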
# STAT3 activator = IL-6 driven STAT3 reporter potentiators, primary screen, U3A cells, luciferase, luminescence, MLSCN library | IL-6 STAT3-luciferase reporter; 100% = signal with IL-6 EC80 alone | activation (% of control), % at 5.6 µM | 190,000 tested, 0.91% active | AID 871, 2007;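 active = activation above the screen-wide mean of compound activation plus 3 SD, cut at about 130% in these data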;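 note: 0% = background luminescence of wells with medium and substrate only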
#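 Assay system – human STAT1-deficient U3A cells with stable STAT3-luciferase reporter · Also added – IL-6 (33 ng/mL) · Schedule – compound 1 h, then IL-6 6 h at 37 °C · Technique – reporter luminescence signal · Evaluation – % activation versus median of IL-6-stimulated wells · Benchmarks – IL-6-only wells as 100% reference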
# Starred values were filed as active, the others as inactive; x = no result given.
Molecule	APP 5'UTR act	STAT1 blocker	NF-kB expr up	APP transl inh	FLuc inh counter	Hsp70 activator	STAT3 blocker	STAT1 activator	RAM network inh	STAT3 activator
O=C(CCN1CCN(c2ccccc2)CC1)N/N=C/c1ccccc1OC(F)F	-11	-7	1.1	11	0	-0.2	6	105	-1.3	101
CC1CCN(c2nnc(-c3cccs3)c3ccccc23)CC1	1	-3	1.2	-1	11	-0.1	-10	102	-0.4	104
COc1ccc(-c2csc3nc(C)nc(N4CCN(c5ccc(C(C)=O)cc5)CC4)c23)cc1OC	27	23	0.61	-27	-3	-0.5	6	77	3.3	100
S=C(NCCN1CCOCC1)N/N=C/c1c2ccccc2cc2ccccc12	-6	-7	0.83	6	-7	-0.2	2	103	-0.4	99
Cc1cc(NC(=O)COC(=O)C(Nc2ccc(C(F)(F)F)cc2Cl)C(C)C)no1 (stereo unspecified)	-1	0	1	0	-3	-0.2	-4	100	13*	108
O=C(Nc1ccc2c(c1)OCCO2)c1cnc2ccccn2c1=O	41	-63	x	-41	x	0.2	34	154*	x	75
CC(C)(C)NC(=O)Cn1cnc([N+](=O)[O-])n1	-6	8	1.1	6	-6	0.1	0	93	1.6	110
NC(=O)[C@@H]1CCOc2c(F)cc([N+](=O)[O-])cc2C(=O)N[C@@H](CO)C(=O)NCC(=O)N1	0	-7	0.94	0	-2	-0.6	-8	106	-0.4	105
COc1cc(OC)cc(C(=O)OCC(=O)Nc2ccc(N3CCCCC3)cc2)c1	-5	3	1	5	-8	-0.4	11	95	0.6	91
CCN(CC)CCCNc1cc(C)nc2cc(-c3cccs3)nn12	24	2	1.1	-24	-2	-0.4	0	97	0.0	101
Cc1cc(NC(=O)Nc2cc(C)nn2-c2ccccc2)n(-c2ccccc2)n1	12	-8	1	-12	-6	-0.2	12	107	1.4	94
CC(C)CC(=O)N(Cc1ccc(F)cc1)C1CCS(=O)(=O)C1 (stereo unspecified)	2	3	0.91	-2	-5	0.2	6	95	0.1	102
COc1ccc(N(C(=O)c2ccc(Br)o2)C2C=CS(=O)(=O)C2)cc1 (stereo unspecified)	2	-1	1.2	-2	-3	-0.2	6	101	1.5	102
CCOc1ccc(C/C(N)=N/n2cnnc2)cc1	6	1	1	-6	-6	-0.1	-4	99	0.9	100
CCn1c(SCC(=O)c2cc(C)n(-c3ccc(C(=O)OC)cc3)c2C)nnc1-c1cccnc1	-6	-9	0.52	6	4	-0.5	15	108	1.3	94
CCOC(=O)C1=C(CS(=O)(=O)c2ccc(F)c(C)c2)NC(=O)NC1c1ccc(O)c(O)c1 (stereo unspecified)	23	-7	1	-23	-1	-0.4	1	103	0.3	98
Cc1[nH]c2ccccc2c1C(=O)CSc1nc2ncc(Cl)cc2[nH]1	4	-7	1	-4	-7	-0.1	13	104	3.0	91
N#Cc1c(-c2cccs2)cc(C2CC2)nc1SCC(N)=O	-11	-7	1.2	11	-3	-0.3	-3	106	3.2	108
CCOc1ccc(C(=O)OCC(=O)NC(C)C)cc1	6	-1	1.1	-6	-3	-0.3	8	101	0.8	97
CC1CCN(S(=O)(=O)N2CCC(C(=O)NC3CCCC3)CC2)CC1	20	3	1.2	-20	-2	0.0	0	95	1.6	102
CC(C)CC(=O)NC(=S)Nc1ccccc1C(=O)Nc1ccccc1	8	9	1.3	-8	-5	-0.2	7	92	1.7	92
CCOC(=O)C(C)Sc1ccc2nnc(CCNS(=O)(=O)c3ccccc3)n2n1 (stereo unspecified)	13	3	0.95	-13	-3	0.1	0	98	0.1	106
CC(=O)Nc1ccc2nc(NS(=O)(=O)c3ccc(C)cc3)sc2c1	10	-5	x	-10	1	-0.3	9	103	2.9	97
O=C(c1ccc(OC2CCN(Cc3ccccn3)CC2)cc1)N1CCCCCC1	-13	-9	0.94	13	-4	-0.5	3	107	-0.4	102
CCOC(=O)Cc1csc(NC(=O)c2cccs2)n1	-8	-16	1.7	8	3	0.2	0	116	1.1	106
CCCC(=O)c1cc(F)c(N2CCN(S(=O)(=O)c3ccccc3)CC2)cc1C	6	23	0.67	-6	-2	-0.7	7	87	-0.1	95
CC1CCN(C2=NC(=O)/C(=C/c3cn[nH]c3-c3ccccc3)S2)CC1	25	3	1.1	-25	9	-0.2	-2	97	9.7*	102
Cc1ccccc1NC(=O)Cn1c(=O)n(Cc2ccccc2)c(=O)c2c(C)c(C)sc21	13	-6	1.3	-13	5	-0.4	-6	106	2.2	109
CCOC(=O)CNC(=O)/C(=C\c1ccc(F)cc1)NC(=O)c1ccccc1	0	0	1.4	0	-8	0.1	2	99	1.0	100
Cc1cc([N+](=O)[O-])nn1CC(=O)Nc1cnc2ccccc2c1	13	-11	1	-13	-8	-0.2	9	109	0.1	94
CCOCCCNC(=O)/C(C#N)=C/c1ccc(C(=O)OC)cc1	-11	1	1.1	11	-2	-0.2	4	98	2.4	99
CCCCc1c(O)nc(SCC(=O)N2CCOCC2)[nH]c1=O	-1	1	1	1	-6	-0.3	-2	99	1.0	106
CCOC(=O)C[n+]1c(C)csc1C	18	-2	1.1	-18	-3	-0.5	0	101	1.5	101
CCOC(=O)C1(CCOc2ccccc2)CCN(C(=O)c2ccc(-n3cccn3)cc2)CC1	5	2	0.64	-5	-1	-0.3	-3	97	19*	107
CC(=O)Nc1ccc(N2C(=O)c3ccc(C(=O)Nc4nnc(SCc5ccc(F)cc5)s4)cc3C2=O)cc1	-15	-5	x	15	-1	-0.2	12	102	2.7	94
O=C(Nc1ccc2c(c1)CCC2)C1CCCN(c2ncccn2)C1 (stereo unspecified)	59	-47	2.6	-59	5	-0.1	-2	144*	2.5	106
COc1ccc(CNc2ccc(C(=O)O)cc2)cc1	12	-5	1.3	-12	-6	-0.1	-13	105	0.9	115
COc1ccc(N2CCN(C(=O)CCNC(=O)c3ccc(C(C)(C)C)cc3)CC2)cc1	18	-1	1.3	-18	1	-0.3	2	102	2.1	99
O=C(NCc1ccc2c(c1)OCO2)C1CCN(Cc2cnn(-c3ccccc3)c2-n2cccc2)CC1	-3	2	0.85	3	-7	-0.2	-1	99	1.1	101
Cc1cccc(NC(NC(=O)c2ccccc2[N+](=O)[O-])C(Cl)(Cl)Cl)c1 (stereo unspecified)	-6	-1	0.9	6	-8	-0.3	-6	103	-0.1	103
Cc1nc([N+](=O)[O-])c(Br)n1CC(=O)c1ccc2ccccc2c1	2	13	0.82	-2	-1	-0.5	-14	88	0.0	117
O=C(CCC1CCCC1)NCCCN1CCOCC1	-3	4	1.1	3	-4	0.3	10	96	1.8	95
O=C(CC1C(=O)NCCN1C(=O)c1ccc(F)cc1)OCc1ccccc1 (stereo unspecified)	2	1	1.2	-2	-5	-0.2	8	99	-0.7	97
O=S(=O)(Cc1cccc(F)c1)c1c[nH]c2ccccc12	9	-1	1.3	-9	-8	0.0	17	101	2.7	92
Nc1ncc(-c2cc3ccccc3oc2=O)s1	105	-73	3.5*	-105	32	-0.3	15	166*	0.7	89
Cc1cccc(NC(=O)CSc2nnc(-c3ccccc3C)o2)c1	151*	-6	4.7*	-151	-4	0.1	27	105	7.7	80
CCCCCCCCCCCCCCCC[n+]1cccc2ccccc21	-23	23	0.96	23	-4	-0.5	42	79	-1.6	65
COc1ccccc1CN1CCN(Cc2nc(-c3cccs3)no2)CC1	28	-11	1.6	-28	-2	0.2	4	109	1.8	107

# Single entries from above:
# O=C(CCC1CCCC1)NCCCN1CCOCC1 in STAT3 activator: 95
# Nc1ncc(-c2cc3ccccc3oc2=O)s1 in NF-kB expr up: 3.5*

# Other structures:
Molecule	APP 5'UTR act	STAT1 blocker	NF-kB expr up	APP transl inh	FLuc inh counter	Hsp70 activator	STAT3 blocker	STAT1 activator	RAM network inh	STAT3 activator
Cc1ccccc1NC(=O)C1CCCN(S(=O)(=O)c2cccc3cccnc23)C1 (stereo unspecified)	-4	5	0.69	4	-6	-0.3	6	95	1.4	99
O=C(Cc1n[nH]c(=O)[nH]c1=O)N/N=C/c1ccccc1	8	2	1.3	-8	-6	0.0	4	98	1.0	101
N#Cc1c(N)n(C2CCCCC2)c2nc3ccccc3nc12	-3	-10	0.94	3	-6	-0.3	5	109	4.1	100
Cc1ccc(S(=O)(=O)CCSc2cccc(C(=O)Nc3ccccc3C(=O)O)c2)cc1	18	14	2.9	-18	-4	-0.4	4	87	7.1	96
CC1(C)Cc2nc(N)c(=O)sc2C1	4	-14	1.1	-4	-7	0.4	-4	113	-0.1	109
O=C(O)CCCC(=O)Nc1ccc(C(=O)N2CCCCC2)cc1	-1	-4	1.1	1	-8	-0.3	-5	104	1.6	106
COc1cccc(SCc2noc(C(=O)NCC3CCCO3)c2C(=O)O)c1 (stereo unspecified)	10	3	1	-10	-8	-0.2	2	98	0.4	100
COc1ccc(/C=C/CN2CCCC(CO)(Cc3cccc(Cl)c3)C2)cc1 (stereo unspecified)	-7	-4	0.94	7	-4	-0.3	6	102	-0.6	98
Cc1ccc(OCC(O)Cn2c(=N)n(CCN3CCCCC3)c3ccccc32)cc1 (stereo unspecified)	19	7	0.53	-19	-4	-0.1	3	94	-0.5	102
Cc1onc(-c2ccccc2)c1C(=O)Nc1ccc2c(c1)OCO2	5	3	0.92	-4	-4	-0.1	6	97	1.2	99
CC1(C)C=Cc2c(c3c(c4c(=O)c(-c5ccc(O)cc5)coc24)OC(C)(C)CC3)O1	1	-3	0.57	-1	-8	0.0	5	102	4.6	97
CCc1cccc(CC)c1NC(=O)COn1nnc2ccc(C(F)(F)F)cc21	35	-1	1.1	-35	-5	-0.4	21	101	2.4	84
Cc1cc(C(=O)CSc2n[nH]c(N)n2)c(C)n1-c1ccc2c(c1)OCO2	8	-5	1	-8	11	-0.4	-10	104	0.1	106
CCOc1ccc(NC(=O)N2CCC(NC(=O)C(Cc3ccc(OC)c(OC)c3)NC(C)=O)CC2)cc1 (stereo unspecified)	-5	6	1.1	5	-2	0.1	3	94	-0.4	101
Clc1ccc(-n2nnc(-c3nccs3)n2)cc1Cl	199*	4	4.8*	-199	59*	0.1	x	98	1.6	x
O=C(NC(Cc1c[nH]c2ccccc12)C(=O)O)c1ccc(F)cc1 (stereo unspecified)	-3	-7	1	3	-6	-0.3	-8	104	-0.1	110
CCCn1c(N)c(C(c2ccc(OC)cc2)N2CCN(c3ccccc3)CC2)c(=O)[nH]c1=O (stereo unspecified)	5	3	1.2	-5	-3	-0.3	14	97	0.4	89
